Screens (PubChem)
Growth percent in the NCI-60 one-dose screen (48 h, 10 µM unless noted): 100 = growth as untreated, 0 = no growth, -100 = all killed.
IGROV1: IGROV1 ovarian cancer; 79,000 compounds, 4.7% hits; AID 1794786
SK-OV-3: SK-OV-3 ovarian cancer cells | 80,000 compounds, 3.2% hits
TK-10: TK-10 renal cancer cells; 81,000 compounds, 3.9% hits; AID 1794769
RXF 393: RXF 393 renal cancer cells; 77,000 compounds, 6.9% hits
UO-31: UO-31 renal cancer; 81,000 compounds, 5.2% hits; AID 1794768
786-0: 786-0 renal cancer cells. 81,000 compounds, 5.1% hits
ACHN: ACHN renal cancer. AID 1794771. 81,000 compounds, 4.9% hits
SN12C: SN12C renal cancer cells | 81,000 compounds, 3.8% hits | AID 1794767
* hit, by the source's call; · = not tested or not shown. The calls were made as follows: active = growth percent below 10; inactive = the rest.

Codes – A = IGROV1; B = SK-OV-3; C = TK-10; D = RXF 393; E = UO-31; F = 786-0; G = ACHN; H = SN12C
Cc1cc(C)c(C#N)c(SCC(=O)c2sc3c(C#N)c(C)cc(C)[n+]3c2[O-])n1
  A: 9.3*; B: 14.7; C: 35.3; D: -21.5*; E: 45.5; F: 30.6; G: 31.0; H: 31.4

COc1ccc2nc(N=Nc3c(O)ccc4ccccc34)sc2c1
  A: 22.4; B: 38.2; C: 69.1; D: 52.4; E: 20.7; F: 14.7; G: 17.2; H: 50.4

CCC(=O)c1c(C(=O)OC)c(C(=O)OC)c2ccc3c4ccccc4ccc3n12
  A: 100.8; B: 100.5; C: 105.5; D: 104.5; E: 88.0; F: 101.7; G: 96.6; H: 82.7

Nc1nc(O)cc(=O)[nH]1
  A: 104.3; B: 87.1; C: 89.0; D: 109.7; E: 98.5; F: 97.9; G: 100.7; H: 104.1

Cc1cc(N(CCCNc2ccnc3cc(Cl)ccc23)Cc2ccco2)nc(Cl)n1
  A: 51.8; B: 58.7; C: 62.6; D: 71.1; E: 36.7; F: 55.6; G: 64.8; H: 58.8

CC1=Nc2c(C#N)c(-c3cc(=N)oc4ccc(Br)cc34)nn2C1=O
  A: 110.7; B: 110.4; C: 113.8; D: 111.4; E: 75.2; F: 107.7; G: 105.8; H: 102.2

CNC(=O)c1cc(Oc2ccc3c(c2)sc2nc(-c4ccc(Br)cc4)c(CN4CCN(C)CC4)n23)ccn1
  A: 101.6; B: 94.6; C: 99.9; D: 107.4; E: 81.9; F: 93.0; G: 108.3; H: 100.0

CCOC(=O)c1cc(C(=O)OC)n2c1ccc1c3ccccc3ccc12
  A: 80.7; B: 90.6; C: 102.3; D: 108.9; E: 55.0; F: 96.5; G: 59.3; H: 78.4

c1ccc(CC[n+]2cccc3ccccc32)cc1
  A: 93.0; B: 91.8; C: 99.7; D: 97.3; E: 75.2; F: 85.2; G: 104.4; H: 93.2

CC(=O)c1nn(-c2ccc(C)cc2)cc1C(=O)c1cc2c(ccc3ccccc32)oc1=O
  A: 88.0; B: 80.4; C: 144.4; D: 126.2; E: 65.2; F: 93.4; G: 88.1; H: 94.3

Record cards, as listed above:
CC(=O)c1nn(-c2ccc(C)cc2)cc1C(=O)c1cc2c(ccc3ccccc32)oc1=O reads IGROV1 = 88.0; SK-OV-3 = 80.4; TK-10 = 144.4; RXF 393 = 126.2; UO-31 = 65.2; 786-0 = 93.4; ACHN = 88.1; SN12C = 94.3
Nc1nc(O)cc(=O)[nH]1 reads IGROV1 = 104.3; SK-OV-3 = 87.1; TK-10 = 89.0; RXF 393 = 109.7; UO-31 = 98.5; 786-0 = 97.9; ACHN = 100.7; SN12C = 104.1

Other compounds.
Codes – A = IGROV1; B = SK-OV-3; C = TK-10; D = RXF 393; E = UO-31; F = 786-0; G = ACHN; H = SN12C
C=C(C)[C@@H]1CC[C@]2(COC(=O)c3cccc(OC(C)=O)c3OC(C)=O)CC[C@]3(C)[C@H](CC[C@@H]4[C@@]5(C)CC[C@H](OC(=O)c6cccc(OC(C)=O)c6OC(C)=O)C(C)(C)[C@@H]5CC[C@]43C)[C@@H]12
  A: 95.0; B: 117.2; C: 87.6; D: 81.3; E: 81.7; F: 93.0; G: 66.1; H: 89.0

CC(=O)OCC1CC2CC(O)C1C2 (centres undefined)
  A: 116.9; B: 111.1; C: 106.0; D: 103.8; E: 99.2; F: 99.7; G: 109.3; H: 92.4

COc1ccc(C2CC(c3ccc(Cl)cc3)=NN2/C=C2\SC(=S)N(c3ccc(OC(C)=O)cc3)C2=O)cc1 (centres undefined)
  A: 82.4; B: ·; C: 92.6; D: 88.7; E: 60.2; F: 89.3; G: 86.7; H: 92.2

O=S(=O)(NCCNc1nccc(-c2c(-c3cccc(O)c3)nc3occn23)n1)c1ccc(Br)cc1
  A: 4.5*; B: 29.4; C: 69.8; D: 28.8; E: 30.8; F: 45.8; G: 29.8; H: 35.6

CC(=O)OCC1OC(SC(=N)N)C(OC(C)=O)C(OC(C)=O)C1OC(C)=O (centres undefined)
  A: 93.8; B: 92.0; C: 116.6; D: 108.9; E: 87.9; F: 114.4; G: 96.5; H: 101.8

CC(C(=O)N1CCN(C(=O)Nc2ccccn2)CC1)c1ccc(Nc2ccnc(C(F)(F)F)c2)cc1 (centres undefined)
  A: 104.5; B: 102.6; C: ·; D: 133.2; E: 94.9; F: 97.4; G: 100.3; H: 102.0

Some of the entries above, set out differently.
compound | IGROV1 | SK-OV-3 | TK-10 | RXF 393 | UO-31 | 786-0 | ACHN | SN12C
C=C(C)[C@@H]1CC[C@]2(COC(=O)c3cccc(OC(C)=O)c3OC(C)=O)CC[C@]3(C)[C@H](CC[C@@H]4[C@@]5(C)CC[C@H](OC(=O)c6cccc(OC(C)=O)c6OC(C)=O)C(C)(C)[C@@H]5CC[C@]43C)[C@@H]12 | 95.0 | 117.2 | 87.6 | 81.3 | 81.7 | 93.0 | 66.1 | 89.0
CC(=O)OCC1CC2CC(O)C1C2 (centres undefined) | 116.9 | 111.1 | 106.0 | 103.8 | 99.2 | 99.7 | 109.3 | 92.4
